# Bioassay records from PubChem BioAssay.
# V1aR counter – V1a receptor agonism, counter-screen for OXTR agonists | activation, % at 3 µM | 320,000 tested, 0.25% active | CHO-V1R cells, Fluo-8 calcium fluorescence, agonist mode; 0% DMSO, 100% 3 nM vasopressin;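 active = activation above the mean activation of all tested compounds plus 3 SD, per screening run, cut at about 20% in these data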;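 note: signal is peak over basal fluorescence ratio across a 100 second FLIPR read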
# MEKK3 PB1 HTS – modulators (inhibitors or enhancers) of MEK5 binding to human MEKK3 PB1 domain | binding response (% of control), % at 10 µM | bead-based flow cytometry, Alexa488-MEK5 binding to MEKK3; actives lie on both sides; 0 = blocked by unlabeled MEK5, 100 = vehicle | Q99759 | 290,000 tested, 1.4% active;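 active = binding response more than 3 SD above or below the average of its plate-row segment, actives on both sides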;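 note: Alexa488 bead fluorescence after subtracting the streptavidin-only scavenger bead signal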
# OXTR agonist – agonists of human oxytocin receptor | 320,000 tested, 0.32% active | activation, % at 3 µM | P30559 | AID 2435 | CHO-OTR cells, Fluo-8 calcium fluorescence; normalized: DMSO 0%, oxytocin 100%;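 active = activation above the mean of all tested compounds plus 3 SD, cutoff set per screening run, cut at about 20% in these data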;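 note: peak over basal fluorescence ratio from a 100 s FLIPR kinetic read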
# GalR3 antag – human GalR3 antagonism; O60755; 360,000 tested, 0.44% active; AID 651719; inhibition, % at 3 µM; HEK293 GalR3-CNG cAMP membrane potential fluorescence; galR3 body fused to GalR1 C-terminus;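 active = inhibition above the screen-wide average plus 3 SD, cut at about 13% in these data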;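 note: forskolin and galanin both at EC90 stimulate the cells; cAMP rise reported by CNG channel membrane potential dye signal; 0% = forskolin plus galanin with DMSO and 100% = forskolin alone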
# Target sequence (O60755 1-299 limits assumed): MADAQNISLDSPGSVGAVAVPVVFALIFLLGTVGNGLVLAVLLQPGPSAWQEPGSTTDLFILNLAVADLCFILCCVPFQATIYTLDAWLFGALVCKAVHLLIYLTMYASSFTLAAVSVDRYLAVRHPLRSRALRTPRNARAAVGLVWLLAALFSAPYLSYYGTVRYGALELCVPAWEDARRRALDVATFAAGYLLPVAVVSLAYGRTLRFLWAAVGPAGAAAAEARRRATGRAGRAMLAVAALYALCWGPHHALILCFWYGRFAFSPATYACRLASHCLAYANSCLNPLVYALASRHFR
# MEKK2 WT-MEK5 – raises or lowers MEK5 binding to wildtype human MEKK2 PB1 domain; 290,000 tested, 1.1% active; Q9Y2U5; binding response (% of control), % at 10 µM; bead flow cytometry, Alexa488-MEK5 binding to MEKK2 WT; actives lie on both sides; in the data active = binding response below about 67% or above about 130%
# PHOSPHO1 block – PHOSPHO1 (human) inhibition. Q8TCT1. recombinant PHOSPHO1, absorbance phosphatase assay. inhibition, % at 13.3 µM. 290,000 tested, 1.1% active. AID 1565; in the data active = inhibition above about 60%
# Target sequence (Q8TCT1 whole entry, looked up): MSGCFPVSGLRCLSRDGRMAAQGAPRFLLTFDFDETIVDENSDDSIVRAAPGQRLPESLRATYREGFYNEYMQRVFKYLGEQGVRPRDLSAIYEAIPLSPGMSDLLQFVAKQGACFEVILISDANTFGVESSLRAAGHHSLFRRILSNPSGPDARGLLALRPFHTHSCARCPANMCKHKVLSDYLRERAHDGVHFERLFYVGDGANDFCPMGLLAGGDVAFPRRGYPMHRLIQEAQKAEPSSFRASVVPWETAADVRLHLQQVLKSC
# MEKK2mut PB1 HTS – signal of MEK5 binding to mutant human MEKK2 PB1 domain. bead flow cytometry, Alexa488-MEK5 binding to MEKK2 mutant. percent response, % at 10 µM. 290,000 tested, 0.35% active; in the data active = percent response above about 24%, passing the limit was not always enough; note: inactives centre near 1; some results filed as inactive read as strong as hits; reference of the scale not given here
# GPR7 antag – blocks human GPR7 receptor signaling; 290,000 tested, 1.1% active; P48145; GPR7-expressing cells, fluorescence antagonist assay; inhibition, % at 4.4 µM; AID 1861; in the data active = inhibition above about 16%, passing the limit was not always enough;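 note: cells stimulated with the agonist NPW; 0% = agonist with vehicle and 100% = vehicle without agonist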
# Target sequence (P48145 whole entry, looked up): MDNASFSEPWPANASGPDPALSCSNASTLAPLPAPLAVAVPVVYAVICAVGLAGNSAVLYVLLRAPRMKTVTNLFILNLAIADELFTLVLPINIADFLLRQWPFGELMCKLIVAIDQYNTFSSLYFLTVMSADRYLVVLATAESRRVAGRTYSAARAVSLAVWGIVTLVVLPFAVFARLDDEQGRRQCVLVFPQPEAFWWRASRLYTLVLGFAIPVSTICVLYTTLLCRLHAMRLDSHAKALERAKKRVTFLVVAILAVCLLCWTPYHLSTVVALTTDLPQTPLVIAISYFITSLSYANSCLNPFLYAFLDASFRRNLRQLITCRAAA
# NALP1 yeast inh – inhibitors of NALP1 inflammasome in yeast; S. cerevisiae NALP1/ASC/caspase-1 growth, X-gal OD620, 72 h; inhibition, % at 10 µM; 280,000 tested, 0.61% active; in the data active = inhibition mostly above about 24%, no sharp cut-off; inactive = mostly below about 32%; note: some compounds called inactive have numbers as strong as hits
# Numbers without * were called inactive; x = no result given; [ ] = remark or other dose.
SMILES,V1aR counter,MEKK3 PB1 HTS,OXTR agonist,GalR3 antag,MEKK2 WT-MEK5,PHOSPHO1 block,MEKK2mut PB1 HTS,GPR7 antag,NALP1 yeast inh
CCOC(=O)C1CCCN(C(=O)c2ccc(CS(=O)(=O)c3ccc(Br)cc3)o2)C1 (configuration not stated),2.0,106,1.5,-1,105,-14,3,-8,34
Cc1cccc(-c2oc3ccc(-c4ccc5c(c4)OCO5)cc3c2/C=C/c2ccc(N)cc2)c1,-0.8,101,0.4,x,101,4,7,-5,-4
CCN(CC)C(=O)CSc1nc2ccccc2o1,0.8,97,-1.1,-4,96,11,13,-6,4
Cc1cc(=O)oc2cc(OCC(=O)NC3CC(C)(C)NC(C)(C)C3)ccc12,0.0,78*[inhibitor],0.5,-1,74,34,-12,-13,5
COc1ccc(CCNC(=O)CNS(=O)(=O)c2ccc(F)c(Cl)c2)cc1OC,-0.9,105,-1.6,-8,106,25,1,13,7
O=C(/C=C/c1ccccc1)N1CCCN(C(=O)/C=C/c2ccccc2)CC1,0.6,93,-1.7,0,93,27,-6,-7,6
Cc1noc(C)c1S(=O)(=O)N(CCc1ccccc1)Cc1ccccc1,0.2,96,0.6,-7,99,18,2,-9,-3
CC(C)CNC(C)C(=O)Nc1ccc(S(N)(=O)=O)cc1 (configuration not stated),0.1,107,0.4,-4,102,-10,-4,-5,-16
Fc1ccc(CNCCC(Cc2ccccc2)c2ccco2)cc1 (configuration not stated),6.0,108,5.1,-5,133,32,23,29*,x
O=C(CN1CCOCC1)Nc1c(-c2ccccc2)c2cc(Br)ccc2[nH]c1=O,0.4,103,0.8,-7,106,-17,5,2,2
CCc1ccccc1N(C)S(=O)(=O)c1ccc2[nH]cc(C(=O)N3CCc4ccccc43)c(=O)c2c1,0.1,104,0.5,-2,96,17,-7,-6,29
O=C(N/N=C/C1CC=CCC1)c1cc(Br)ccc1O (configuration not stated),7.8,97,10,1,98,8,-2,-13,21
Cc1nn(C)c(Cl)c1CN1CCCC(C(=O)Nc2cccc(-n3cccn3)c2)C1 (configuration not stated),5.4,101,4.0,-5,101,53,-2,-19,23
N[C@@H](Cc1ccc(O)cc1)c1nnc([C@H](CC(=O)O)NC(=O)C2CCNCC2)o1,0.0,84,0.1,-1,83,26,-13,8,12
CC1CCCCN1S(=O)(=O)c1ccc(C(=O)Nc2nnc(-c3ccccc3Cl)o2)cc1 (configuration not stated),0.2,x,0.2,-2,x,14,x,7,-7
COc1cccc(CNC(=O)CN(C)S(=O)(=O)c2ccc3c(c2)n(C)c(=O)c(=O)n3C)c1,-0.4,104,-0.2,-1,104,44,1,1,-14
O=C(OC(C(=O)NCc1ccco1)c1ccc(Cl)cc1)c1cccs1 (configuration not stated),-0.8,100,4.2,-5,95,20,-10,-2,x
O=C(CCC(=O)N(Cc1ccco1)C(C(=O)NC1CCCC1)c1ccncc1)Nc1cccnc1 (configuration not stated),-0.7,107,-0.7,-2,113,17,5,-5,7
COc1ccc(OC)c(NC(=O)CCN2C(=O)c3cccc([N+](=O)[O-])c3C2=O)c1,0.2,97,-0.2,2,102,14,0,0,-9
O=C1NN=COc2ccccc21,2.0,102,1.1,-2,106,25,1,-11,-7
CC(C)CCOc1ccc(C(=O)N2CCCC2C(=O)O)cc1 (configuration not stated),0.5,101,1.7,-6,95,40,-9,-3,-3
CCOc1ccc(CN2CCN(CC(O)Cn3c4ccccc4c4ccccc43)CC2)cc1 (configuration not stated),20,104,19,2,138*,5,9,14,77*
CCc1nc(SCC(=O)N2CCOCC2)c2c(=O)n(C)c(=O)n(C)c2n1,1.2,112,1.8,x,111,20,6,4,x
Cc1ccc(NS(=O)(=O)c2cc([N+](=O)[O-])ccc2NNC(=S)Nc2cc(C)ccc2C)c(C)c1,-1.6,103,-0.4,-11,103,0,-2,0,15
CCN(CC)c1ccc(C2C(C(=O)OC)=C(C)NC(C)=C2C(=O)OC)cc1,2.2,101,0.8,-7,99,7,0,2,5
COc1ccccc1Nc1nc(N)nc(CSC(=S)N2CCOCC2)n1,-0.5,102,-1.5,-7,105,36,2,0,x
CCN1CCN(c2cc(C)c3cc(NC(=S)N4CCN(c5ccc(F)cc5)CC4)ccc3n2)CC1,-0.4,113,-0.2,-7,130,16,15,0,-9
CC12COC3(C(=O)Nc4ccc([N+](=O)[O-])cc4)CC1CCC32C (configuration not stated),-1.5,93,-0.9,1,91,-16,0,-10,15
c1ccc(N2CCN(c3ccc4nncn4n3)CC2)nc1,-0.3,116,-0.9,2,114,-10,12,-14,23
COC(=O)c1sccc1Oc1c(Cl)cccc1[N+](=O)[O-],-0.1,87,-2.6,-5,86,16,-2,-15,10
CC(C)CC(NC(=O)C(NC(=O)OC(C)(C)C)C(C)C)C(=O)NC(CCC(=O)OCc1ccccc1)C(N)=O (configuration not stated),1.0,81,-1.4,-6,100,15,5,-17,34
O=C(Nc1ccccc1C(=O)N1CCCCCC1)c1ccc(Cl)cc1,-0.6,92,-2.0,-2,86,2,-12,-3,-17
Cc1cccc(NC(=O)C2CCN(C(=O)NCc3ccccc3)CC2)c1C,0.1,98,0.5,-3,100,27,5,-7,2
Cc1ccc(Cl)cc1N1CCN(C(=O)C2CCN(S(=O)(=O)c3cccnc3)CC2)CC1,14,102,16,0,112,16,9,3,-18
CCN(CC)CCCN(Cc1cc2cc3c(cc2[nH]c1=O)OCO3)C(=S)NC,0.9,103,-0.4,-2,104,24,6,-16,7
CCOC(=O)CN1C(=O)S/C(=C/c2ccc(OCc3ccc(C(=O)O)cc3)cc2)C1=O,1.6,90,0.2,-7,95,3,-8,9,13
COc1ccc(OC)c2[nH]c(=O)c(CCNC(=O)c3ccc4c(c3)OCO4)cc12,-1.5,98,-2.4,-2,99,19,-4,-9,18
Cc1cc(-c2onc(C)c2C(=O)N/N=C/c2ccccc2)no1,-0.7,93,-1.1,-2,96,28,-18,-9,0
Cc1ccc(Cn2c(SCC(C)C)nc3c2c(=O)[nH]c(=O)n3C)cc1,0.3,105,-0.7,2,105,90*,3,0,-1
CN1C(=S)SC(/[N+]([O-])=C/c2cccnc2)C1(C)C (configuration not stated),1.1,100,0.7,-3,105,-5,3,-14,6
Cc1cccc(OCCCC(=O)Nc2ccc(S(=O)(=O)N3CCCC3)cc2)c1,5.2,107,4.4,-5,104,6,3,-7,2
CCCCc1nc(NCC2CCCO2)c(C#N)c2c1COC(C)(C)C2 (configuration not stated),-1.2,100,-2.5,-2,104,-3,2,-7,13
Cc1ccc(C2C3=C(CCCC3=O)N=C3c4ccccc4C(=O)C32)cc1 (configuration not stated),-1.4,99,-0.8,-4,96,12,-2,-10,35
CCN1CCN(C(=O)CN(c2ccc(F)cc2)S(=O)(=O)c2ccc(OC)c(OC)c2)CC1,0.6,99,1.2,-3,104,31,5,-15,9
COc1cc(NC(=O)COC(=O)CCc2cc(OC)c(OC)c(OC)c2)cc(OC)c1,-0.8,106,1.2,-2,103,-17,1,-4,-61

# 11 of the compounds above, with tabs.
smiles	V1aR counter	MEKK3 PB1 HTS	OXTR agonist	GalR3 antag	MEKK2 WT-MEK5	PHOSPHO1 block	MEKK2mut PB1 HTS	GPR7 antag	NALP1 yeast inh
O=C(/C=C/c1ccccc1)N1CCCN(C(=O)/C=C/c2ccccc2)CC1	0.6	93	-1.7	0	93	27	-6	-7	6
Cc1noc(C)c1S(=O)(=O)N(CCc1ccccc1)Cc1ccccc1	0.2	96	0.6	-7	99	18	2	-9	-3
CC(C)CNC(C)C(=O)Nc1ccc(S(N)(=O)=O)cc1 (configuration not stated)	0.1	107	0.4	-4	102	-10	-4	-5	-16
Fc1ccc(CNCCC(Cc2ccccc2)c2ccco2)cc1 (configuration not stated)	6.0	108	5.1	-5	133	32	23	29*	x
O=C(CN1CCOCC1)Nc1c(-c2ccccc2)c2cc(Br)ccc2[nH]c1=O	0.4	103	0.8	-7	106	-17	5	2	2
CCc1ccccc1N(C)S(=O)(=O)c1ccc2[nH]cc(C(=O)N3CCc4ccccc43)c(=O)c2c1	0.1	104	0.5	-2	96	17	-7	-6	29
O=C(N/N=C/C1CC=CCC1)c1cc(Br)ccc1O (configuration not stated)	7.8	97	10	1	98	8	-2	-13	21
Cc1nn(C)c(Cl)c1CN1CCCC(C(=O)Nc2cccc(-n3cccn3)c2)C1 (configuration not stated)	5.4	101	4.0	-5	101	53	-2	-19	23
N[C@@H](Cc1ccc(O)cc1)c1nnc([C@H](CC(=O)O)NC(=O)C2CCNCC2)o1	0.0	84	0.1	-1	83	26	-13	8	12
CC1CCCCN1S(=O)(=O)c1ccc(C(=O)Nc2nnc(-c3ccccc3Cl)o2)cc1 (configuration not stated)	0.2	x	0.2	-2	x	14	x	7	-7
COc1cccc(CNC(=O)CN(C)S(=O)(=O)c2ccc3c(c2)n(C)c(=O)c(=O)n3C)c1	-0.4	104	-0.2	-1	104	44	1	1	-14

# (cont.)
SMILES,V1aR counter,MEKK3 PB1 HTS,OXTR agonist,GalR3 antag,MEKK2 WT-MEK5,PHOSPHO1 block,MEKK2mut PB1 HTS,GPR7 antag,NALP1 yeast inh
O=C(c1ccc(Cn2c(=O)[nH]c3ccccc3c2=O)cc1)N1CCN(c2ccccc2)CC1,5.3,x,7.5,-1,x,26,x,-4,18
COc1ccc(OCCSc2nnc3sc4ccccc4n23)cc1,0.0,99,-0.7,-10,100,77*,2,-2,25
OC(COc1ccc2ccccc2c1)CN1CCCC1 (configuration not stated),1.1,90,0.0,-9,102,11,2,19,9
COc1ccc(C)cc1NC(=O)c1ccc([N+](=O)[O-])cc1[N+](=O)[O-],0.1,104,-0.8,-7,91,-9,-6,-1,-4
O=C(O)CCCN1C(=O)c2ccc(Oc3cccc([N+](=O)[O-])c3)cc2C1=O,-0.2,102,-0.2,2,105,8,1,-1,2
CCN1CN=C(NS(=O)(=O)c2ccc(C)cc2)NC1,1.0,102,1.0,-6,107,14,4,-3,-5
O=C(O)C1C2C=CC(C2)C1C(=O)N1CCN(C/C=C/c2ccccc2)CC1 (configuration not stated),1.4,x,1.0,-2,x,9,x,7,-1
Cc1c(NC(=O)c2cc3nc(-c4ccc(Br)cc4)cc(C(F)(F)F)n3n2)c(=O)n(-c2ccccc2)n1C,-0.2,110,-1.3,-1,100,-13,3,3,5
CC(Cc1ccsc1)NC(=O)CCc1nnc(COc2ccccc2)o1 (configuration not stated),0.1,103,-1.2,-2,96,49,-7,-8,5
O=C(CSc1ccc2nnc(-c3ccccc3)n2n1)NCc1ccc2c(c1)OCO2,-0.4,x,-0.9,0,x,26,x,7,39
CCN1C(=O)CCCc2ccccc21,0.5,100,-0.5,-5,100,26,1,-10,-1
N#C/C(=C\c1ccc(-c2ccccc2)cc1)c1nc(-c2ccco2)cs1,0.3,98,-0.2,-2,97,9,-1,-12,34
O=C(N/N=C/c1ccc[nH]1)c1cc(-c2ccc(Cl)cc2)nc2ccccc12,-0.7,107,-1.4,-5,103,15,5,-22,2

# Two compounds picked at random from the list so far:
SMILES,V1aR counter,MEKK3 PB1 HTS,OXTR agonist,GalR3 antag,MEKK2 WT-MEK5,PHOSPHO1 block,MEKK2mut PB1 HTS,GPR7 antag,NALP1 yeast inh
CC1CCCCN1S(=O)(=O)c1ccc(C(=O)Nc2nnc(-c3ccccc3Cl)o2)cc1 (configuration not stated),0.2,x,0.2,-2,x,14,x,7,-7
O=C(c1ccc(Cn2c(=O)[nH]c3ccccc3c2=O)cc1)N1CCN(c2ccccc2)CC1,5.3,x,7.5,-1,x,26,x,-4,18
